NRP1-CendR mod: NRP-1/CendR interaction modulation. AID 602438. O14786. 360,000 tested, 0.85% active. FAM-RPARPAR peptide binding to NRP-1, fluorescence polarization. inhibition, % at 25 µM;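 active means inhibition or corrected inhibition above about 18%, plus a signal ratio from 0.5 to 1.5, limit read from the data, passing the limit was not always enough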; further: strong numbers were not always called active
LMPTP inh: blocks human LMPTP phosphatase. P24666. recombinant LMPTP-A, OMFP fluorogenic substrate, fluorescence intensity. inhibition, % at 20 µM. 360,000 tested, 0.22% active. AID 651560;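 active means compounds that cut the enzyme signal by at least half of the control window in the single-dose screen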;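 further: plate controls were DMSO wells with enzyme plus substrate for no effect and substrate without enzyme for full effect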
Target sequence (P24666 whole entry, looked up): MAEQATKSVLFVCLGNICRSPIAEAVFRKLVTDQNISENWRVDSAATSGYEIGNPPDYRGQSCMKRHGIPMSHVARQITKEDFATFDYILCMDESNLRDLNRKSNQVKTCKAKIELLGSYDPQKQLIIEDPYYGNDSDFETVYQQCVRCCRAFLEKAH
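Test system: LMPTP-A phosphatase enzyme; input: 0.625 nM LMPTP-A final; reagent: OMFP substrate, 400 µM final; compound dosing: 20 µM single dose, 3% DMSO; incubation: 50 min dark incubation at room temperature; measured by: endpoint fluorescence intensity from OMFP dephosphorylation; measure: % inhibition relative to no-enzyme and uninhibited control wells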
SUMO1-SIM PPI: modulators of human SUMO1-mediated protein-protein interactions | SUMO1 binding to a labelled peptide, TR-FRET, 1 h | inhibition, % at 20 µM | 360,000 tested, 0.33% active | AID 602429; in the data active means inhibition above about 37%
Target sequence (P63165 whole entry, looked up): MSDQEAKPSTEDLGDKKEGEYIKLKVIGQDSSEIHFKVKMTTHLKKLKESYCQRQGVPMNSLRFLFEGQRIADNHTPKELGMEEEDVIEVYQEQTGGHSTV
STEP inh: blocks human striatal-enriched tyrosine phosphatase. recombinant STEP, OMFP fluorogenic substrate, fluorescence. inhibition, % at 20 µM. 360,000 tested, 0.25% active. AID 588621;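 active means inhibition at 20 µM, scaled per plate between control wells, above about 37%, limit read from the data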;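 further: 0% = DMSO with enzyme and substrate and 100% = substrate only without enzyme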
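System: isolated STEP enzyme; schedule: 20 min enzyme reaction at room temperature, protected from light; medium: Bis-Tris buffer pH 6.0, 2.5 mM DTT, 0.005% Tween 20; signal: fluorescence, 480/540 nm; dosing: single compound dose of 20 µM, 1% DMSO final; also added: OMFP substrate, 25 µM final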
DNMT1 block: blocks human DNA methyltransferase DNMT1; P26358; DNMT1 molecular beacon, Hinp1I cleavage, fluorescence; AID 588458; inhibition (reported as % activation of signal), % at 10 µM; 360,000 tested, 0.83% active; in the data active means inhibition above about 50%
MsrA inhibitor: inhibits bovine methionine sulfoxide reductase A | inhibition, % at 15.5 µM | purified bovine MsrA, absorbance read-out | 360,000 tested, 0.75% active; in the data active means inhibition above about 4.5%;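 further: 0% = vehicle wells with enzyme and 100% = reference inhibitor wells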
Scp1 inh: blocks human Scp-1 phosphatase activity. Recombinant Scp1, phosphopeptide, malachite green phosphate absorbance. inhibition, % at 20 µM. 340,000 tested, 0.88% active;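 active means inhibition above about 50% at 20 µM, limit read from the data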;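 further: plate controls were DMSO wells with enzyme for no effect and wells lacking enzyme for full effect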
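Assay system: SCP-1 catalytic fragment, aa 76-261 | Buffer or medium: Tris acetate buffer pH 5.5 with MgCl2 and Tween-20 | Compound: One concentration, 20 µM, with 1.0% DMSO | Also added: Phospho 17-mer peptide substrate | Signal: Absorbance at 630 nm | Incubation: 45 min enzyme reaction at room temperature | Measure: % inhibition of SCP-1 phosphate liberation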
eLon inh: inhibitors of E. coli Lon protease; inhibition, % at 7.94 µM; P0A9M0; purified E. coli Lon protease, fluorescence polarization; 360,000 tested, 0.42% active; in the data active means inhibition above about 13%, passing the limit was not always enough;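 further: 0% = enzyme with probe and DMSO and 100% = no enzyme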
Target sequence (P0A9M0 whole entry, looked up): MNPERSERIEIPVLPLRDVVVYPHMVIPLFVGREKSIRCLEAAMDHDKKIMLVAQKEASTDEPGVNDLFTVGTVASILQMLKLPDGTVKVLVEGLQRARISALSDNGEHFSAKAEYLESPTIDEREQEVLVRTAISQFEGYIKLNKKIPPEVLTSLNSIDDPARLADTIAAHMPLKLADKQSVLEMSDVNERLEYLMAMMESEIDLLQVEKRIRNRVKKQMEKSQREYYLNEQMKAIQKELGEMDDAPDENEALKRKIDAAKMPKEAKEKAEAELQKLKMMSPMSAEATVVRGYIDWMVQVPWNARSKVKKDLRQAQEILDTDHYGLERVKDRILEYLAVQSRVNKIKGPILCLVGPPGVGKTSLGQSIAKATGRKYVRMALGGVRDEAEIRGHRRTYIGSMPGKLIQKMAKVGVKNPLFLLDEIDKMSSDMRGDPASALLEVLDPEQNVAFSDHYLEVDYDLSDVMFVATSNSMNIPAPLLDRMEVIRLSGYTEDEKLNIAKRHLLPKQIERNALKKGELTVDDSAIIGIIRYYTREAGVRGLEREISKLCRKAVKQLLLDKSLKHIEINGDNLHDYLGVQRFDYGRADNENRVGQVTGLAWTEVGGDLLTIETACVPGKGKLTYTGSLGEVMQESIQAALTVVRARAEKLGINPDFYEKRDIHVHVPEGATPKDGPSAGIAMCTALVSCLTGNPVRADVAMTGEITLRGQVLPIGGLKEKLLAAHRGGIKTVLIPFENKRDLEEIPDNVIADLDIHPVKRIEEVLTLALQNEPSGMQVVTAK
bovine MsrA act: activators of bovine methionine sulfoxide reductase A; purified bovine MsrA, absorbance read-out; activation, % at 10.6 µM; 360,000 tested, 0.3% active; in the data active means activation above about 7.5%;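 further: 0% = vehicle and 100% = reference activator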
Tb MetRS inh: Trypanosoma brucei MetRS inhibition. purified T. brucei MetRS, ATP depletion, Kinase-Glo luminescence. inhibition, % at 11.9 µM. 360,000 tested, 0.4% active. AID 624268;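 active means inhibition above a per-plate cutoff of the control wells' mean inhibition plus 3 SD, cut at about 5.5% in these data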;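 further: 0% = DMSO wells median and 100% = median of wells with control inhibitor compound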
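Dosing: 11.9 µM compound single dose, 0.9% DMSO; Assay system: purified T. brucei MetRS enzyme; Measured by: Kinase-Glo luciferase luminescence reporting remaining unconsumed ATP; Schedule: 15 min plus 2 h at 25 °C.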
Numbers without * were called inactive; · = no result given.

Compound | NRP1-CendR mod | LMPTP inh | SUMO1-SIM PPI | STEP inh | DNMT1 block | MsrA inhibitor | Scp1 inh | eLon inh | bovine MsrA act | Tb MetRS inh
CCn1cc(CN2CCCC(C(=O)Nc3cccc(-c4cc5ccccc5[nH]4)c3)C2)cn1 (stereo unspecified) | 10.5 | 0.7 | -7.4 | -1.8 | -9.2 | 0.3 | -9.6 | -5.4 | -1.6 | 0.1
NC(=O)c1ccc(NC(=O)CN2CCN(c3ccccc3)CC2)cc1 | 1.4 | 0.4 | 6.4 | -1.0 | 0.9 | 0.5 | -2.0 | 2.2 | -2.7 | -0.7
COc1ccc(OC)c(NC(=O)C2(C)CCN2C(=O)C2(c3ccc(Cl)cc3)CCC2)c1 (stereo unspecified) | -11.9 | 2.9 | 9.4 | -0.6 | -1.2 | -0.2 | · | 3.1 | -0.7 | -0.2
CCOC(=O)C(NC(=O)c1cccc(Cl)c1)(OCc1ccccc1)C(F)(F)F (stereo unspecified) | 12.7 | 1.1 | -4.9 | -0.4 | 12.9 | -0.7 | -9.0 | 10.1 | -1.9 | 0.0
COC(=O)C1=C(N)Oc2cc(C)n(CCc3ccccc3)c(=O)c2C1c1cccnc1 (stereo unspecified) | 10.6 | -1.2 | -7.8 | 2.5 | 1.4 | 0.1 | -2.2 | -3.9 | 1.2 | 0.3
CN1C(=O)CC(P(=O)(c2ccccc2)c2ccccc2)N(C)C1=O (stereo unspecified) | 4.2 | -0.8 | -0.2 | -3.8 | 4.2 | 0.3 | 3.6 | -5.1 | -2.4 | -1.1
COc1ccc2nc(C)cc(N3CCC(C(N)=O)CC3)c2c1 | -22.3 | 2.1 | -5.6 | -0.4 | 1.1 | 1.6 | -4.2 | -5.3 | -0.1 | -0.2
O=S(=O)(c1ccc(Oc2ccccc2)cc1)N1CCOCC1 | 6.6 | -0.8 | -5.0 | -2.8 | 0.6 | 0.5 | -4.1 | -2.1 | -3.0 | 0.1
CCOc1ccc(/C=C/C(=O)Nc2ccc(C(N)=O)cc2)cc1OC | 7.8 | -2.0 | -3.3 | 2.5 | 0.1 | 1.7 | -1.7 | 4.5 | -6.8 | -0.3
COc1cccc(-c2nnc(-c3ccco3)o2)c1 | -7.5 | 0.4 | -0.5 | -1.6 | -4.7 | -0.9 | 2.9 | -5.4 | -1.5 | -0.8
Cc1cc(C)cc(NC(=O)N2CCc3ccccc3C2)c1 | 6.8 | 1.5 | 5.8 | -1.1 | 0.8 | 0.0 | -11.6 | -3.0 | -2.5 | -0.2
c1ccc(-c2nn3nnnc3c3ccccc23)cc1 | 0.8 | -1.4 | -3.1 | -0.4 | 1.2 | -0.3 | -2.2 | -6.8 | -0.3 | -0.6
CCc1cc(C(=O)Cc2ccccn2)c(O)cc1O | -1.3 | -6.0 | -0.6 | 0.7 | 1.6 | 2.7 | -15.2 | 6.9 | -13.8 | -1.2
Cc1ccc(OCc2cc(C(=O)N3CCc4sccc4C3)no2)cc1C | -5.6 | 4.0 | 4.9 | 2.1 | -0.9 | 0.7 | -9.6 | 1.8 | -3.5 | -0.3
CCCCn1c(N)c(N(CCOC)C(=O)CN2c3ccccc3CC2C)c(=O)[nH]c1=O (stereo unspecified) | -13.3 | -0.8 | -4.5 | 1.4 | 2.9 | -1.4 | -6.2 | -17.8 | -3.8 | -0.5
O=c1[nH]c(=O)n(Cc2ccco2)c2c1C(C(F)(F)F)(C(F)(F)F)N=C(Cc1ccccc1)N2 | -11.8 | -0.2 | 2.1 | -1.1 | 4.7 | 0.2 | -2.5 | -3.8 | 0.6 | -1.0
COc1ccc(S(=O)(=O)Nc2cc(C)c(O)cc2C(C)C)cc1 | 5.4 | -0.1 | 0.4 | 1.0 | -1.3 | 0.9 | -3.4 | -5.9 | -0.9 | -0.3
CCOC(=O)c1ccc(NC(=O)C2CC3CCC2C3)cc1 (stereo unspecified) | 13.2 | 2.0 | 1.4 | -0.5 | 2.3 | -2.0 | -17.7 | -0.4 | -3.3 | -0.6
COc1ccccc1-c1cc(C(=O)NC(C)c2ccccc2)no1 (stereo unspecified) | -4.8 | -0.2 | 0.4 | -3.5 | 0.4 | 0.0 | -6.1 | 5.0 | -2.2 | -0.6
CCCCn1c(N)c(N(CC)C(=O)COc2ccc(C#N)cc2)c(=O)[nH]c1=O | 14.2 | 2.2 | -7.4 | -2.6 | -3.7 | 0.5 | -6.7 | 5.3 | -1.6 | -0.1
COc1ccc2c(c1)-c1nc(/N=C/c3c(O)ccc4ccccc34)sc1CC2 | -22.4 | 0.1 | -7.5 | 2.9 | -25.4 | 1.0 | -6.7 | -9.0 | -1.9 | -0.3
NS(=O)(=O)c1ccc(CCNC(=O)c2ccccc2Cc2ccccc2)cc1 | -2.2 | 0.2 | 2.6 | 3.0 | 1.0 | 0.7 | -6.0 | -9.7 | -2.9 | 0.0
Cc1nc2cc(NC(=O)N3CCC(c4ccccc4)C3)ccc2n1C (stereo unspecified) | 5.9 | -0.5 | 7.0 | -1.6 | 0.9 | 2.9 | 0.4 | -7.8 | -2.4 | -0.1
N#Cc1ccc(-c2ccc(F)cc2)nc1Sc1ccccc1 | -1.3 | 0.5 | 0.3 | 0.5 | 9.1 | 0.8 | -12.1 | -3.5 | 1.1 | 0.0
CCCc1cc(C(=O)N2CCCC(Nc3ccc(C)c(C)c3)C2)n(C)n1 (stereo unspecified) | 1.8 | -0.6 | 1.7 | -0.9 | 2.8 | -0.7 | 0.0 | -9.0 | -6.3 | -0.6
C/C(=N\OCC(=O)Nc1c(C)cc(C)cc1C)c1ccc2c(c1)OCCO2 | 0.1 | -0.3 | -0.2 | -0.3 | 0.3 | 0.6 | -0.2 | -16.4 | -1.8 | -1.1
Cc1c(C(=O)CN2CCCC(C)(C)C2)c2ccccc2n1C | 3.3 | 0.2 | 13.6 | 1.0 | -0.9 | 0.1 | -13.5 | 4.1 | -0.5 | -0.7
CCN(CC(=O)Nc1c(F)cccc1F)C(=O)CNC(=O)c1ccc(Br)o1 | 1.0 | -1.3 | -2.9 | -0.1 | 1.7 | -0.3 | -2.0 | -6.9 | -1.8 | -0.1
CN(c1ccccc1C(=O)N1CCN(c2ccccc2F)CC1)S(=O)(=O)c1ccccc1 | 9.9 | 0.8 | 3.6 | -1.2 | -0.8 | -0.7 | -4.5 | -1.8 | -2.5 | -0.6
COc1ccc(CCC(=O)NCc2ccco2)cc1 | -9.5 | 1.4 | 4.1 | 0.1 | 17.5 | -0.3 | 36.9 | 0.7 | -8.2 | -0.8
COc1cccc(CNC(=O)CN(C)S(=O)(=O)c2ccc(Br)s2)c1 | 0.0 | -1.0 | 4.3 | 1.6 | 1.4 | 0.6 | -11.4 | -1.3 | -2.5 | -0.3
COc1ccc(N2CCN(C(=O)CNC(=O)c3ccc(Br)o3)CC2)cc1 | 4.3 | -0.7 | -0.3 | 0.9 | 1.5 | -0.6 | -2.4 | -8.3 | -1.7 | -0.1
Cc1ccc(C(=O)OCC(=O)NC2CC2)s1 | 7.6 | 0.8 | 20.0 | -0.8 | 1.0 | 0.7 | -2.2 | -3.3 | 3.0 | -0.1
Cc1nc(SCC(=O)NC(C)(C#N)C2CC2)c2c(-c3cccs3)csc2n1 (stereo unspecified) | 4.3 | -0.8 | -1.4 | 0.6 | -6.3 | -1.1 | 5.7 | -15.0 | -0.5 | 1.0
Cc1nn(CCc2nn[nH]n2)c2nc(C(F)(F)F)cc(C(F)(F)F)c12 | 7.6 | 1.4 | 0.8 | -5.5 | 1.1 | 1.2 | -6.9 | 2.6 | -0.6 | -0.5
CCc1ccc(CN(C)CC(=O)Nc2ccc3c(c2)CCC3)cc1 | -5.6 | 0.8 | -0.4 | -1.4 | -1.8 | 0.6 | -12.8 | -1.6 | -2.6 | -0.7
O=C(C1CCN(S(=O)(=O)c2cccc3nsnc23)CC1)N1CCc2ccccc21 | -12.9 | 0.4 | -28.0 | 2.8 | -5.6 | 0.6 | -7.4 | -10.3 | -4.5 | -0.8
Cc1nn(-c2ccccc2)c(Cl)c1C(=O)N(C)CC(=O)Nc1cccc(F)c1 | -5.9 | -0.4 | 6.2 | -1.3 | -5.0 | 0.2 | -6.9 | 0.2 | -1.0 | -0.2
COc1ccc(CC(=O)N/N=C/c2cc(Br)cs2)cc1OC | -0.4 | 0.3 | -31.4 | -1.4 | -0.7 | 1.2 | 0.8 | -15.1 | -0.2 | 0.1
COCCNc1ccnc2c(Cl)cccc12 | 9.9 | -1.9 | 1.1 | -3.0 | 2.8 | 1.8 | -4.0 | 7.2 | -2.3 | 0.1
O=[N+]([O-])c1ccc(-c2nc(NCC3CCCO3)c3ccccc3n2)cc1 (stereo unspecified) | -7.7 | 11.9 | -5.6 | 2.6 | 0.1 | 0.0 | -5.1 | 10.7 | -3.1 | -0.3
Cc1ccccc1-c1nnc(-c2ccc(Br)cc2)o1 | -2.7 | 3.4 | 0.2 | 0.0 | -1.0 | 0.1 | -10.6 | -3.2 | -6.5 | -0.8
CCN(CC)C(=O)c1ccc(CS(=O)(=O)c2ccc(OC)cc2)o1 | -6.9 | -2.9 | 0.1 | -0.9 | 2.8 | -1.2 | -12.2 | 0.3 | -3.0 | -0.2
Oc1ccccc1CN1CCN(C(c2ccccc2)c2ccccc2)CC1 | 5.2 | 0.6 | 0.9 | -0.8 | 1.2 | 0.7 | -2.0 | 1.9 | -9.8 | -1.0
CC(C)C[C@H](NC(=O)N1CCn2c1nc1ccccc12)C(=O)N1CCCCC1 | -6.6 | 0.1 | 5.3 | -1.4 | -0.8 | 1.2 | -11.0 | -5.0 | -1.9 | -0.1
COc1cccc(C(=O)Nc2cccc(-c3nc4ncccc4o3)c2C)c1 | 8.4 | 1.4 | -0.1 | -3.2 | 0.3 | 0.4 | -9.6 | 0.2 | 6.3 | -0.4
CCn1nc(C)c(/C=N/NC(=O)Cc2ccc(Cl)cc2)c1C | -2.7 | -1.9 | 1.0 | -3.1 | 0.8 | · | -5.1 | 2.5 | -2.2 | 0.5

Quoted at random: 2 entries already listed.
Compound | NRP1-CendR mod | LMPTP inh | SUMO1-SIM PPI | STEP inh | DNMT1 block | MsrA inhibitor | Scp1 inh | eLon inh | bovine MsrA act | Tb MetRS inh
Cc1ccccc1-c1nnc(-c2ccc(Br)cc2)o1 | -2.7 | 3.4 | 0.2 | 0.0 | -1.0 | 0.1 | -10.6 | -3.2 | -6.5 | -0.8
O=[N+]([O-])c1ccc(-c2nc(NCC3CCCO3)c3ccccc3n2)cc1 (stereo unspecified) | -7.7 | 11.9 | -5.6 | 2.6 | 0.1 | 0.0 | -5.1 | 10.7 | -3.1 | -0.3

Source: PubChem BioAssay
